HEK293 NFkB inh = inhibitors of PMA/ionomycin-induced NF-kB reporter, primary screen, antigen receptor NF-kB inhibitor project, cell-based, HEK-293 luciferase reporter, luminescence | AID 465, 2006 | 62,000 compounds, 0.21% hits | HEK-293 NF-kB luciferase reporter | inhibition, % at 3 µM;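 active = inhibition above the mean of all tested compounds plus 3 SD, cut at about 40% in these data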;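 note: 0% = stimulated DMSO wells and 100% = 10 µM reference inhibitor 5653914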
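System – HEK-293 cells with stable firefly luciferase reporter driven by four HIV NF-kB elements · Doses – one dose, 3 µM · Schedule – 1 h compound pre-incubation, 16 h PMA/ionomycin at 37 °C · Technique – luminescence from luciferase substrate reagent · Measure – percent inhibition normalized per plate to DMSO and reference-inhibitor controls · Replicates – tested once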
TNAP act mid DEA = human TNAP enzyme activators, primary screen, biochemical, luminescent, intermediate phosphate acceptor level; purified TNAP, CDP-star luminescence, 100 mM DEA, 30 min; hits give high values; scale: 0 levamisole-inhibited, 1 vehicle-only enzyme; 64,000 tested, under 10 active; activation factor at 20 µM;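 active = activation factor of at least 2 at 20 µM, relative to controls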
Target sequence (P05186 whole entry, looked up): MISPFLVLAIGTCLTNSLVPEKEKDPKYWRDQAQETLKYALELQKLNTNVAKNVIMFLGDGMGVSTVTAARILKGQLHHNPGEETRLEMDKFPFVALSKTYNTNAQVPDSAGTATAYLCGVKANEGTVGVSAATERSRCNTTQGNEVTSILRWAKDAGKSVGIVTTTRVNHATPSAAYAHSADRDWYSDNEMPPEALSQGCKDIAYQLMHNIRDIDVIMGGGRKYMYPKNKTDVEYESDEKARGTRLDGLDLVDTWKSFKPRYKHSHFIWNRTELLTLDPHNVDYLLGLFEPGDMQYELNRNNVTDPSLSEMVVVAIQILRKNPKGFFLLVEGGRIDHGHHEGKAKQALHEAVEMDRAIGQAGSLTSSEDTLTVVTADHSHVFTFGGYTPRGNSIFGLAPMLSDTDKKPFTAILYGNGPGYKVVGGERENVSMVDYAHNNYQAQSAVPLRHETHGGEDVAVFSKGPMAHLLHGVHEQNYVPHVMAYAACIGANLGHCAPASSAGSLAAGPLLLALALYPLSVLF
Jurkat viability = cytotoxicity toward Jurkat T cells, primary screen, cytotoxicity control, cell-based, Jurkat E6.1, 60K MLSMR library; Jurkat E6.1 viability, ATP luminescence, 48 h; inhibition, % at 4 µM; 56,000 compounds, 1.2% hits; AID 463, 2006;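 active = inhibition above the mean inhibition of all tested compounds plus 3 SD, cut at about 28% in these data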
ROCK2 blocker = inhibitors of human ROCK2 kinase, primary screen, biochemical, high-throughput, luminescence; inhibition, % at 6 µM; 60,000 compounds, 0.35% hits; purified ROCK2, Kinase-Glo ATP depletion luminescence;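 active = inhibition above the screen-wide mean inhibition plus 3 SD, cut at about 18% in these data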;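 note: plate controls were DMSO wells for no effect and Y-27632 control wells after no-enzyme background subtraction for full effect; many of its hits are not listed in these tables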
MMP13 inh = human MMP13 inhibitors, primary screen, biochemical, FRET peptide cleavage; AID 570, 2006; 65,000 compounds, 0.07% hits; MMP-13 fTHP FRET cleavage, Mca fluorescence; inhibition, % at 4 µM;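 active = inhibition above the mean of compound-free control plate wells plus 3 SD, cut at about 14% in these data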;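 note: 0% = DMSO wells and 100% = wells with reference MMP-13 inhibitor after basal subtraction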
Cdc25B block = inhibitors of Cdc25B phosphatase catalytic domain, primary screen, biochemical, OMFP fluorescence; M-phase inducer phosphatase 2 (Homo sapiens), P30305; recombinant Cdc25B, OMFP fluorescence Ex485/Em525; inhibition, %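 (compounds tested at 10 µM final in the well)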; 65,000 compounds, 0.1% hits; AID 368, 2006; in the data active = inhibition above about 50%
Target sequence (P30305 whole entry, looked up, the tested form may be a part): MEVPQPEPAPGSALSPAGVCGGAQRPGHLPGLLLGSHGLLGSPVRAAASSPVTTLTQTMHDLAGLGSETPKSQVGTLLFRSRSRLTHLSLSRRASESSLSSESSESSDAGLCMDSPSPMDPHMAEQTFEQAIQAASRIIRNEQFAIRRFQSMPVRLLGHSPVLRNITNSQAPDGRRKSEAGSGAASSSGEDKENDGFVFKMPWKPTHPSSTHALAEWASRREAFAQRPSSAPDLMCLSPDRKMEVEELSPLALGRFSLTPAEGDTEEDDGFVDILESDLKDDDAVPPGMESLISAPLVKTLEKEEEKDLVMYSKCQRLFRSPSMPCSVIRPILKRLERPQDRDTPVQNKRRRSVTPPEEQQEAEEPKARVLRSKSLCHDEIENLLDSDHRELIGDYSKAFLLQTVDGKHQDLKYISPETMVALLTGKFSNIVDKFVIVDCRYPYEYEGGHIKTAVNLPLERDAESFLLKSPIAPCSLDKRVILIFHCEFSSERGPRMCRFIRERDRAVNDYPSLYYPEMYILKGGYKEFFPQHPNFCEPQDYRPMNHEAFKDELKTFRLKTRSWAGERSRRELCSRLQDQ
DUSP1 inh = MKP-1 phosphatase inhibitors, primary screen, biochemical, in vitro | 65,000 compounds, 0.15% hits | inhibition, %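 (compounds tested at a single concentration somewhere between 10 and 100 µM)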 | recombinant MKP-1, OMFP hydrolysis fluorescence | Dual specificity protein phosphatase 1 (Homo sapiens), P28562;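 active = inhibition above about 50%, limit read from the data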;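 note: 0% = DMSO max control wells and 100% = wells with enzyme stopped by NaOH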
JNK3 inh = JNK3 kinase activity inhibitors, primary screen, biochemical, human, purified enzyme; HTS; inhibition, % at 8 µM; Mitogen-activated protein kinase 10 (Homo sapiens), P53779; 60,000 compounds, 0.61% hits; in the data active = inhibition above about 17%;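 note: 0% = DMSO and 100% = reference inhibitor; many of its hits are not listed in these tables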
PKA kinase inh = inhibitors of human PKA kinase activity, primary screen, biochemical, ATP-depletion luminescence, Kemptide substrate; cAMP-dependent protein kinase catalytic subunit alpha (Homo sapiens), P17612; PKA Kemptide phosphorylation, Kinase-Glo ATP luminescence; inhibition, % at 6 µM; 65,000 compounds, 0.1% hits; AID 524, 2006;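 active = inhibition above the screen-wide mean inhibition plus 3 SD, cut at about 21% in these data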; note: many of its hits are not listed in these tables
Starred values were filed as active, the others as inactive; x = no result given; [ ] = dose if it differs, or a comment.

SMILES	HEK293 NFkB inh	TNAP act mid DEA	Jurkat viability	ROCK2 blocker	MMP13 inh	Cdc25B block	DUSP1 inh	JNK3 inh	PKA kinase inh
CC1(C)CC(C(=O)Nc2nccs2)CCO1 (configuration not stated)	5.4	0.9	-8.1	5.3	-1.1	2.3	-2.8	-2.3	6.1
CCOCCCNC(=O)C1CCN(S(=O)(=O)N2CC(C)CC(C)C2)CC1 (configuration not stated)	2.1	1	-6.1	3.4	3.5	-11.3	0.1	5.4	12.5
CCN1C(=O)/C(=C2/C=CC=CN2C)SC1=S	2.1	0.9	-6.6	-1.0	20.5*	5.5	5.2	1.1	6.0
O=C(CSc1n[nH]c(-c2cccs2)n1)N1CCN(S(=O)(=O)c2ccccc2)CC1	12.4	0.9	4.6	4.0	-1.0	-27.0	17.6	2.4	9.8
COC(=O)c1nnc(-c2ccccc2)c(-c2ccccc2)n1	14.0	0.9	x	x	1.9	-6.6	5.6	x	6.5
CC(C)CCNC(=O)CN(CCCN1CCOCC1)C(=O)Cn1nnc(-c2ccc(F)cc2)n1	1.2	0.9	-2.7	-3.8	-4.4	-10.5	6.9	-6.8	-1.9
CCn1cc(S(=O)(=O)CC(=O)N2CCc3ccccc32)c2ccccc21	9.7	0.9	2.3	1.9	7.4	-12.6	18.5	-4.9	7.8
COC(=O)[C@@H](NC(=O)NC1CCCc2ccccc21)C(C)C (some centres not stated)	4.9	0.9	0.2	7.9	4.0	8.0	-30.6	-1.7	7.9
COC(=O)c1c(NC(=O)CN2CCN(C(=O)c3ccco3)CC2)c2c(C)cccc2n1C	11.2	0.9	1.0	3.8	-3.9	-4.9	-0.6	-3.6	4.1
CC(C)C(NS(=O)(=O)c1ccc2c(c1)oc(=O)n2C)C(=O)N1CCN(c2ccccc2F)CC1 (configuration not stated)	6.5	1	-8.4	-0.6	3.0	-4.6	10.2	-0.1	8.5
O=C(Cn1nnc2ccccc21)NC1CCCCC1	15.4	1.1	5.1	7.9	2.6	-2.3	-20.1	3.3	9.0
CCC(Sc1nc2n[nH]c(C)c2c(=N)n1-c1cc(Cl)ccc1C)C(=O)N1CCOCC1 (configuration not stated)	23.7	0.8	7.6	1.2	3.6	11.0	14.2	2.1	0.7
Cc1ccc(-c2nc(-c3ccccn3)no2)cc1	80.3*	0.9	35.1*	-92.6	3.9	-1.4	9.0	-4.6	-34.8
CCOC(=O)N1CCC(NC(=O)C2CCN(S(=O)(=O)N3CCC(C)CC3)CC2)CC1	16.2	1.1	3.3	2.7	2.1	-7.6	5.4	0.5	1.4
COc1ccc(CCNC(=O)c2c[nH]c3ccccc3c2=O)cc1OC	-7.9	0.9	6.4	0.6	-1.5	-4.3	3.0	10.0	-0.8
O=C(COc1ccc(F)cc1)OCCN1CCOCC1	x	0.9	x	5.0	-7.0	-31.3	-16.0	-1.3	2.6
Cc1ccc(S(=O)(=O)N2CCC(C(=O)NCCN3CCCCCC3)CC2)cc1	9.6	1	1.8	3.3	-9.8	1.0	4.4	2.0	7.6
Cc1cn(CC2COC(C)(C)O2)c(=O)[nH]c1=O (configuration not stated)	25.1	1	6.6	-0.4	-5.5	-0.8	-15.1	-1.4	0.7
N#CCCN(CCC#N)C(=O)c1ccc(Cl)cc1	18.0	0.9	x	x	1.0	-8.7	3.6	x	-2.9
COc1cc(NC(=O)CSCc2cnn(-c3ccccc3)c2-n2cccc2)cc(OC)c1	7.2	1	-1.6	1.2	-0.4	-9.5	18.1	3.7	2.6
CCCN1C(=O)c2cc(C(=O)NCc3cccs3)ccc2C1O (configuration not stated)	10.0	1	-3.5	-7.6	0.1	-5.5	-3.6	3.3	6.8
O=C(Nc1cccnc1)c1cnn2cccnc12	13.1	0.9	5.2	0.8	-0.9	-4.8	8.1	1.1	1.3
CC(C)=C1C2CC2C2C(C(=O)O)C12 (configuration not stated)	1.4	0.9	-1.5	-0.4	-0.9	8.7	-1.1	1.0	-1.5
CC(CCc1ccco1)NC(=O)Cn1ncc2c(=O)oc3ccccc3c21 (configuration not stated)	12.7	0.9	-0.4	1.2	0.1	-2.6	12.8	7.9	3.9
CCc1c(C)c2ccc(OCC(=O)OC)cc2oc1=O	28.2	0.9	x	x	-84.5[fluorescence artefact?]	-16.1	-0.9	x	-3.1
CN1CCc2c(sc3nc(SCC(=O)N4CCOCC4)nc(N)c23)C1	7.9	1	x	x	-54.9	-8.0	5.8	x	9.8
CN(C)C(=O)CSc1nnc(-c2cccnc2)n1-c1ccccc1	4.0	1	-5.8	-1.8	-6.1	-15.2	3.1	-1.5	10.3
O=C1CCCN1CC(CN1CCOCC1)Sc1nc2ccccc2c(=O)n1-c1ccccc1 (configuration not stated)	15.1	0.9	x	x	2.1	-17.9	14.1	x	2.1
CC(=O)Nc1nn(C)c2nc3cc(C)ccc3cc12	12.9	0.9	-1.8	1.8	5.3	1.0	-18.8	-4.2	2.4
N#Cc1ccc(NC(=O)c2cc3cc4c5c(c3oc2=N)CCCN5CCC4)cc1	-3.1	1.1	10.5	2.5	5.0	1.4	1.1	-12.6	8.7
Fc1ccc(N2CCN(c3nc(-c4ccco4)cc(C(F)(F)F)n3)CC2)cc1	12.2	0.9	x	x	-2.0	-14.2	5.8	x	3.7
CCOC(=O)c1sc(N)c(C#N)c1CSc1nc2ccc(OCC)cc2[nH]1	9.9	0.9	0.1	-3.3	6.4	-3.0	8.2	1.6	-2.1
O=C(CSc1nnc(-c2ccccc2Br)o1)Nc1cccc2ccccc12	10.0	0.9	1.8	1.8	2.5	-2.0	-18.4	-3.8	1.5
O=c1cc(N2CCCCC2)nc2n1CCCS2	x	0.9	x	2.5	-2.2	16.2	-24.1	0.0	-3.0
CCN(CC)CCn1cnc2c([nH]c3cccc(OC)c32)c1=O	9.1	1	3.1	-3.9	-249.1[fluorescence artefact?]	9.1	-6.9	0.0	6.6
Cc1ccc(NS(=O)(=O)c2ccc(CCC(=O)N3CCOCC3)cc2)cc1	8.7	1	-3.1	7.4	6.2	-9.5	23.0	2.0	9.3
O=C(CN1CCCN(S(=O)(=O)c2ccc(F)cc2)CC1)Nc1ccccc1Br	2.1	0.7	-1.7	3.1	-1.1	-6.0	-7.3	3.5	-1.1
O=S(=O)(c1cccc2cccnc12)n1cnc2ccccc21	10.0	1	-4.3	10.7	2.8	-15.0	1.3	1.5	12.2
Cc1cc(C)n(-c2nncc(-c3ccccc3)n2)n1	10.0	0.9	0.9	1.5	-0.8	-6.1	2.4	-0.2	-3.9
O=C(CC1COc2ccccc2O1)Nc1ccccn1 (configuration not stated)	-3.4	0.9	1.1	7.5	3.5	-11.4	-5.7	3.5	10.2
O=C(C1CCCCC1)N1CCN(C(=O)C2CCCCC2)CC1	17.6	0.9	-2.4	-0.6	0.4	-2.7	17.6	7.1	-4.2
Cc1nnc(NC(=O)Cc2ccc(OCc3c(C)noc3C)cc2)s1	8.5	0.9	0.2	2.4	0.3	0.2	-15.1	4.8	7.6
CCCOc1ccc(N)cc1N	5.0	1	6.6	1.5	1.0	-3.7	-2.6	2.4	8.1
CCOC(=O)CNC(=O)CSc1nc(NCc2ccccc2)nc(N(C)C)n1	9.8	0.9	2.9	3.6	2.1	-8.5	2.5	-9.3	-3.1
CC1Cn2c(COc3ccccc3)nnc2S1 (configuration not stated)	18.7	1	2.3	-0.4	5.4	-4.2	7.4	1.1	6.3
CC(=O)NC(CC(C)C)C(=O)NC(Cc1ccccc1)C(N)=O (configuration not stated)	-9.3	0.9	-1.1	2.9	-5.3	-11.7	-40.8	2.2	6.3
O=C(NCc1cn2ccccc2n1)c1ccccc1	14.5	0.8	0.0	3.6	0.3	-14.8	4.7	4.0	7.8
Cc1cc(C)n(-c2ccc(C(=O)Nc3ccc(S(=O)(=O)NCc4ccco4)cc3)cc2)n1	28.1	0.9	64.9*	-0.8	0.0	-4.8	6.5	-0.5	2.1

Some of the entries so far, comma-delimited:
canonical_smiles,HEK293 NFkB inh,TNAP act mid DEA,Jurkat viability,ROCK2 blocker,MMP13 inh,Cdc25B block,DUSP1 inh,JNK3 inh,PKA kinase inh
Cc1nnc(NC(=O)Cc2ccc(OCc3c(C)noc3C)cc2)s1,8.5,0.9,0.2,2.4,0.3,0.2,-15.1,4.8,7.6
CCOC(=O)CNC(=O)CSc1nc(NCc2ccccc2)nc(N(C)C)n1,9.8,0.9,2.9,3.6,2.1,-8.5,2.5,-9.3,-3.1
O=C(NCc1cn2ccccc2n1)c1ccccc1,14.5,0.8,0.0,3.6,0.3,-14.8,4.7,4.0,7.8
CC(=O)NC(CC(C)C)C(=O)NC(Cc1ccccc1)C(N)=O (configuration not stated),-9.3,0.9,-1.1,2.9,-5.3,-11.7,-40.8,2.2,6.3
CCCOc1ccc(N)cc1N,5.0,1,6.6,1.5,1.0,-3.7,-2.6,2.4,8.1

More compounds
SMILES	HEK293 NFkB inh	TNAP act mid DEA	Jurkat viability	ROCK2 blocker	MMP13 inh	Cdc25B block	DUSP1 inh	JNK3 inh	PKA kinase inh
O=C(CN1C(=O)C2CCCN2c2ncc(Cl)cc21)NCc1ccc2c(c1)OCO2 (configuration not stated)	21.4	1	6.6	-3.9	-0.7	4.9	31.7	-6.2	-5.7
Cc1cccc(OCCCC(=O)Nc2ccc3c(c2)OCO3)c1	8.1	0.9	-4.3	4.7	0.6	4.3	8.4	-1.7	3.9
CC(=O)NC(CCS(C)(=O)=O)C(=O)Nc1cccc(C(C)=O)c1 (configuration not stated)	3.8	x	5.6	4.2	3.2	4.6	6.3	-0.8	-2.2
Cc1onc(-c2ccccc2Cl)c1C(=O)NCC1CCCO1 (configuration not stated)	-4.5	1	13.5	-4.0	1.9	-16.9	4.7	-4.0	1.5
CCOc1cc(-c2cc(-c3ccc(N)cc3)nc(N)c2C#N)ccc1O	14.4	0.9	-4.8	7.1	-172.6[fluorescence artefact?]	5.1	-2.7	14.4	13.8
Oc1c(CN2CCOCC2)cc(COCc2ccccc2)c2cccnc12	32.6	1	53.9*	2.1	-0.7	-1.2	7.5	-5.2	2.7
CC(C)Oc1ccccc1C1CC(=O)Nc2cc3c(cc21)OCCO3 (configuration not stated)	16.5	1	98.3*	3.3	5.4	-8.4	7.4	2.5	7.1
COc1cccc(CN2CCN(C(=O)c3cccc(F)c3)CC2)c1	4.6	0.9	1.1	4.4	1.4	2.3	5.6	5.1	8.0
CCCCn1c(SCC(=O)N2CCCC2)nc2c1c(=O)n(C)c(=O)n2C	19.8	0.9	3.8	-8.6	0.1	5.0	25.1	-7.1	-10.8
CCOc1ccc(N(CC(=O)NCc2ccco2)S(C)(=O)=O)cc1	2.7	0.9	0.4	5.3	-0.3	-2.2	9.4	4.1	5.9
COc1ccc(C)cc1NC(=O)c1cc2c(CO)cnc(C)c2oc1=N	4.3	0.9	-8.3	2.7	-1.3	-5.5	-6.6	-0.9	4.8
CCOC(=O)c1c(C)oc2c1c(C=NCc1ccccn1)c(O)c1ccccc12	17.0	0.8	2.7	2.9	-5.0	2.4	41.6	-4.0	-3.0
CCCC(=O)Nc1cc(C)c(NC(=O)Cc2ccccc2)cn1	19.4	1	x	x	-2.7	-5.3	5.8	x	-6.4

Bioassay records as filed in PubChem.

Rows are unselected; any-hit rate near 1.9%.
